BioA inh: BioA (M. tuberculosis) enzyme inhibition. purified M. tuberculosis BioA enzyme, plate reader. inhibition, % at 9.99 µM. 0.096% of 360,000 active. AID 602481; in the data active means inhibition above about 40%
The depositor's hits bear a star.

What do the screens show for `COCC#Cc1cnc2c(c1)C(=O)N([C@@H](C)CO)C[C@@H](C)[C@H](CN(C)C(=O)C1CCCCC1)O2`?
BioA inh: 1.2

Results for O=C(C[C@H]1C[C@H]2c3cc(NC(=O)Nc4ccccc4)ccc3O[C@H]2[C@@H](CO)O1)NCc1ccccn1 ?
BioA inh: -3.0

How did COc1ccc(S(=O)(=O)Nc2ccc3c(c2)C(=O)N([C@H](C)CO)C[C@@H](C)[C@@H](CN(C)Cc2ccc4c(c2)OCO4)OCCCC[C@@H](C)O3)cc1 do in these assays?
BioA inh: 1.2

What do the screens show for `C[C@H](CO)N1C[C@H](C)[C@@H](CN(C)C(=O)c2ccccc2)Oc2cc(-c3cccc(C#N)c3)ccc2S1(=O)=O`?
BioA inh: 0.1

Results for C[C@H]1CN([C@@H](C)CO)C(=O)Cc2cc(NC(=O)Nc3cccc4ccccc34)ccc2O[C@H]1CN(C)C(=O)Nc1ccc(F)cc1 ?
BioA inh: 0.3

How did O=C(NCC1CCCCC1)[C@@H]1[C@@H](CO)[C@@H]2Cn3c(ccc(-c4ccccc4F)c3=O)[C@H]1N2 do in these assays?
BioA inh: -0.4

What do the screens show for `C[C@H]1CN([C@@H](C)CO)C(=O)Cc2cc(NC(=O)CCN3CCOCC3)ccc2O[C@H]1CN(C)C(=O)Nc1ccc2c(c1)OCO2`?
BioA inh: -0.9

What do the screens show for `CN1C(=O)c2cc(NC(=O)c3cccs3)ccc2OC[C@@H]2O[C@H](CC(=O)N3CCCCC3)CC[C@@H]21`?
BioA inh: 1.7

What do the screens show for `C[C@@H]1CN([C@@H](C)CO)C(=O)c2cccc(NC(=O)Nc3ccccc3)c2O[C@@H]1CN(C)S(=O)(=O)c1cn(C)cn1`?
BioA inh: -3.1

What do the screens show for `COCCNC(=O)C[C@H]1C[C@H]2c3cc(NS(C)(=O)=O)ccc3O[C@H]2[C@@H](CO)O1`?
BioA inh: -3.9

What do the screens show for `C[C@@H]1CN([C@@H](C)CO)C(=O)c2cc(NS(=O)(=O)c3cn(C)cn3)ccc2O[C@H]1CN(C)Cc1ccc(C(F)(F)F)cc1`?
BioA inh: -0.4

Results for O=C(c1ccccc1F)N1C[C@H]2[C@@H](c3ccccc31)[C@H](CO)N2Cc1ccc2c(c1)OCO2 ?
BioA inh: -2.0

What do the screens show for `CN1[C@@H]2c3ccc(-c4cccc(F)c4)c(=O)n3C[C@@H]2[C@@H](CO)[C@@H]1C(=O)NC1CCCCC1`?
BioA inh: 7.6

Results for CCCN1[C@@H]2c3ccc(C4=CCCCC4)c(=O)n3C[C@H]1[C@H](CO)[C@H]2C(=O)NCCOC ?
BioA inh: -1.8

What do the screens show for `C[C@@H]1CN([C@H](C)CO)C(=O)CCCn2nncc2CO[C@@H]1CN(C)CC1CC1`?
BioA inh: -2.5

What do the screens show for `CCCNC(=O)C[C@@H]1CC[C@H]2[C@@H](COC[C@@H](O)CN2C(=O)Nc2ccccc2OC)O1`?
BioA inh: -1.9

What do the screens show for `CCCC#Cc1ccc([C@@H]2[C@H]3CN(S(C)(=O)=O)CCCCN3[C@H]2CO)cc1`?
BioA inh: 2.8

Results for O=C(NC1CCC1)[C@H]1[C@H](CO)[C@H]2Cn3c(ccc(-c4ccccc4)c3=O)[C@H]2N1CCc1ccccc1 ?
BioA inh: 22

How did C[C@H](CO)N1C[C@H](C)[C@H](CN(C)C(=O)CCC(F)(F)F)OCCCC[C@H](C)Oc2ccc(NC(=O)CCCN(C)C)cc2C1=O do in these assays?
BioA inh: 0.7

How did Cn1cnc(S(=O)(=O)N[C@@H]2C=C[C@H](CC(=O)NCC3CCCCC3)O[C@H]2CO)c1 do in these assays?
BioA inh: 0.3

Results for CN(C)C(=O)[C@@]1(Cc2ccccc2)N=C(c2ccc(OCCCO)cc2)O[C@H]1c1ccccc1 ?
BioA inh: -0.5

What do the screens show for `CCCC#Cc1ccc2c(c1)[C@@H]1[C@@H](CCN1C(=O)CC1CC1)[C@@H](CO)N2C`?
BioA inh: 1.4

Results for COc1ccc(S(=O)(=O)Nc2ccc3c(c2)[C@H]2C[C@@H](CC(=O)N(C)C)O[C@@H](CO)[C@H]2O3)cc1 ?
BioA inh: 1.3

Results for CCCNC(=O)N(C)C[C@H]1Oc2ncc(Br)cc2C(=O)N([C@@H](C)CO)C[C@H]1C ?
BioA inh: -6.8

What do the screens show for `CCC(=O)Nc1ccc2c(c1)OC[C@@H](C)N(C(=O)CN1CCOCC1)C[C@@H](C)[C@@H](OC)CN(C)C2=O`?
BioA inh: 1.7

Results for CCCNC(=O)C[C@@H]1CC[C@@H]2[C@H](COC[C@@H](O)CN2C(=O)Nc2cccc(Cl)c2)O1 ?
BioA inh: 0.0

Results for CC(C)C#Cc1ccc2c(c1)O[C@H](CN(C)C(=O)c1ccccc1)[C@H](C)CN([C@@H](C)CO)S2(=O)=O ?
BioA inh: 3.1

What do the screens show for `C[C@H]1CN([C@@H](C)CO)C(=O)Cc2cc(NC(=O)CCC(F)(F)F)ccc2O[C@H]1CN(C)C`?
BioA inh: 1.7

How did CO[C@@H]1CN(C)C(=O)c2cc(NS(=O)(=O)c3ccc(C)cc3)ccc2OC[C@H](C)N(C(=O)NC(C)C)C[C@@H]1C do in these assays?
BioA inh: -0.1

Results for Cc1ccc(S(=O)(=O)N(C)C[C@H]2Oc3ccc(NC(=O)Nc4ccccc4)cc3C(=O)N([C@@H](C)CO)C[C@@H]2C)cc1 ?
BioA inh: -0.4

How did C[C@@H]1CN([C@@H](C)CO)C(=O)c2cc(NC(=O)CCC(F)(F)F)ccc2O[C@H]1CN(C)S(=O)(=O)c1cccs1 do in these assays?
BioA inh: 6.7

How did CCCNC(=O)N1[C@@H]2CN(C(=O)Nc3ccc(F)cc3)c3ccccc3[C@@H]2[C@@H]1CO do in these assays?
BioA inh: 1.6

How did C[C@H]1CN([C@@H](C)CO)S(=O)(=O)c2ccc(C3=CCCC3)cc2O[C@@H]1CN(C)Cc1ccccc1F do in these assays?
BioA inh: -3.8

Results for O=C(c1ccc2c(c1)OCO2)N1C[C@H]2[C@@H](c3ccccc31)[C@H](CO)N2CC1CCCC1 ?
BioA inh: 3.1

Results for C/C=C/c1ccc2c(c1)O[C@H](CN(C)C(=O)Cc1cccnc1)[C@@H](C)CN([C@@H](C)CO)S2(=O)=O ?
BioA inh: 3.5

How did C[C@@H]1CN([C@@H](C)CO)C(=O)Cc2cc(NC(=O)CCCN(C)C)ccc2O[C@H]1CN(C)S(=O)(=O)c1ccc(Cl)cc1 do in these assays?
BioA inh: 0.9

Results for Cc1noc(C)c1S(=O)(=O)Nc1ccc2c(c1)C(=O)N([C@@H](C)CO)C[C@@H](C)[C@@H](CN(C)C(=O)Cc1ccccc1)OCCCC[C@@H](C)O2 ?
BioA inh: 1.1

How did CCNC(=O)C[C@@H]1CC[C@@H]2[C@H](COc3ccc(NC(=O)Nc4ccc(F)cc4)cc3C(=O)N2C)O1 do in these assays?
BioA inh: 7.8

Results for C[C@H]1CN([C@@H](C)CO)C(=O)c2cc(C3=CCCC3)cnc2O[C@H]1CN(C)Cc1ccccc1F ?
BioA inh: -0.2

What do the screens show for `COc1ccc(C#Cc2ccc3c(c2)O[C@H](CN(C)C(=O)c2ccccn2)[C@@H](C)CN([C@@H](C)CO)S3(=O)=O)cc1`?
BioA inh: 0.0

Results for COc1ccc(NC(=O)Nc2ccc3c(c2)CC(=O)N([C@H](C)CO)C[C@H](C)[C@H](CN(C)C(=O)Nc2ccccc2)O3)cc1 ?
BioA inh: -4.1

What do the screens show for `C/C=C/c1ccc2c(c1)O[C@H](CN(C)S(C)(=O)=O)[C@@H](C)CN([C@@H](C)CO)S2(=O)=O`?
BioA inh: 1.6

Results for CCC(=O)N1C[C@H](O)COC[C@H]2O[C@H](CC(=O)NCc3ccccc3Cl)CC[C@@H]21 ?
BioA inh: -0.1

Results for O=C(C1CCOCC1)N1C[C@@H]2[C@H](c3ccccc31)[C@@H](CO)N2C(=O)Cc1ccccc1 ?
BioA inh: 0.6

Results for Cc1noc(C)c1NC(=O)Nc1ccc2c(c1)C(=O)N([C@H](C)CO)C[C@H](C)[C@@H](CN(C)C(=O)NC(C)C)OCCCC[C@H](C)O2 ?
BioA inh: -1.9

What do the screens show for `CC(C)C(=O)Nc1ccc2c(c1)C(=O)N(C)[C@@H]1CC[C@@H](CC(=O)Nc3ccccc3)O[C@H]1CO2`?
BioA inh: -1.3

How did COC(=O)[C@H]1[C@H](CO)[C@H]2Cn3c(ccc(-c4ccccc4)c3=O)[C@H]2N1CCc1ccccc1 do in these assays?
BioA inh: 23

What do the screens show for `CC(C)NC(=O)Nc1ccc2c(c1)C(=O)N([C@@H](C)CO)C[C@@H](C)[C@H](CN(C)C(=O)Nc1cccc3ccccc13)O2`?
BioA inh: 1.7

How did Cc1noc(C)c1S(=O)(=O)Nc1ccc2c(c1)C(=O)N([C@H](C)CO)C[C@@H](C)[C@@H](CN(C)Cc1ccccc1)O2 do in these assays?
BioA inh: -0.7

How did COc1cccc(NC(=O)N(C)C[C@@H]2Oc3ncc(C4=CCCCC4)cc3C(=O)N([C@@H](C)CO)C[C@H]2C)c1 do in these assays?
BioA inh: -1.0

Results for CC(C)NC(=O)N[C@H]1CC[C@@H](CC(=O)N2CCCCC2)O[C@H]1CO ?
BioA inh: 5.6

What do the screens show for `COc1ccc(S(=O)(=O)N(C)C[C@@H]2Oc3c(NC(=O)c4ccncc4)cccc3C(=O)N([C@@H](C)CO)C[C@@H]2C)cc1`?
BioA inh: -2.4

What do the screens show for `COc1ccc(CN(C)C[C@H]2OCCCC[C@H](C)Oc3ccc(NC(=O)Nc4ccccc4)cc3C(=O)N([C@H](C)CO)C[C@@H]2C)cc1`?
BioA inh: -0.7

Results for C[C@@H]1CN([C@@H](C)CO)C(=O)c2cc(NC(=O)CCC(F)(F)F)ccc2O[C@@H](C)CCCCO[C@@H]1CN(C)C(=O)CCC(F)(F)F ?
BioA inh: -0.2

How did C[C@@H]1CN([C@H](C)CO)C(=O)c2cc(NS(=O)(=O)c3ccccc3)ccc2O[C@@H](C)CCCCO[C@@H]1CN(C)S(=O)(=O)c1ccccc1 do in these assays?
BioA inh: -1.0

What do the screens show for `COc1cccc(NC(=O)N(C)C[C@@H]2OCc3ccccc3-c3c(n(C)c4ccccc34)C(=O)N([C@H](C)CO)C[C@H]2C)c1`?
BioA inh: 2.7

What do the screens show for `Cc1ccc(S(=O)(=O)N(C)C[C@@H]2Oc3ccc(NC(=O)C4CC4)cc3C(=O)N([C@@H](C)CO)C[C@H]2C)cc1`?
BioA inh: 5.0

How did CO[C@H]1CN(C)C(=O)c2ccc(NS(C)(=O)=O)cc2OC[C@H](C)N(CC2CC2)C[C@@H]1C do in these assays?
BioA inh: 0.7

How did CCC(=O)Nc1ccc2c(c1)C(=O)N(C)[C@@H]1CC[C@H](CC(=O)O)O[C@@H]1CO2 do in these assays?
BioA inh: 0.8

Results for COc1cccc(NC(=O)N[C@H]2C=C[C@H](CC(=O)NCc3ccncn3)O[C@@H]2CO)c1 ?
BioA inh: 4.4

Fetched by structure from the list above:
What do the screens show for `CC(C)NC(=O)Nc1ccc2c(c1)C(=O)N([C@@H](C)CO)C[C@@H](C)[C@H](CN(C)C(=O)Nc1cccc3ccccc13)O2`?
BioA inh: 1.7

How did CCC(=O)Nc1ccc2c(c1)C(=O)N(C)[C@@H]1CC[C@H](CC(=O)O)O[C@@H]1CO2 do in these assays?
BioA inh: 0.8

What do the screens show for `COc1ccc(CN(C)C[C@H]2OCCCC[C@H](C)Oc3ccc(NC(=O)Nc4ccccc4)cc3C(=O)N([C@H](C)CO)C[C@@H]2C)cc1`?
BioA inh: -0.7

Results for CC(C)NC(=O)N[C@H]1CC[C@@H](CC(=O)N2CCCCC2)O[C@H]1CO ?
BioA inh: 5.6

How did C[C@@H]1CN([C@H](C)CO)C(=O)c2cc(NS(=O)(=O)c3ccccc3)ccc2O[C@@H](C)CCCCO[C@@H]1CN(C)S(=O)(=O)c1ccccc1 do in these assays?
BioA inh: -1.0

How did COC(=O)[C@H]1[C@H](CO)[C@H]2Cn3c(ccc(-c4ccccc4)c3=O)[C@H]2N1CCc1ccccc1 do in these assays?
BioA inh: 23

How did Cc1noc(C)c1S(=O)(=O)Nc1ccc2c(c1)C(=O)N([C@H](C)CO)C[C@@H](C)[C@@H](CN(C)Cc1ccccc1)O2 do in these assays?
BioA inh: -0.7

(more compounds)
Results for CNC[C@@H]1Oc2cc(C#CC(C)(C)O)ccc2S(=O)(=O)N([C@H](C)CO)C[C@H]1C ?
BioA inh: -1.1

How did Cc1ccccc1S(=O)(=O)N1CC[C@@H]2[C@@H](CO)Nc3ccc(-c4ccccc4)cc3[C@@H]21 do in these assays?
BioA inh: -2.6

Results for O=C(NC1CCCC1)N1CCCCN2[C@H](CO)[C@@H](c3ccc(-c4cccnc4)cc3)[C@@H]2C1 ?
BioA inh: 1.1

Results for CN(C)CC(=O)N[C@H]1CC[C@@H](CC(=O)NCc2ccccc2F)O[C@@H]1CO ?
BioA inh: -1.8

Results for O=C(C[C@H]1C=C[C@@H](NS(=O)(=O)c2ccc(F)cc2)[C@H](CO)O1)N1CCN(c2ccccc2)CC1 ?
BioA inh: -0.6

Results for O=C(C[C@H]1CC[C@H]2[C@@H](COC[C@H](O)CN2C(=O)c2ccccc2F)O1)NCc1ccccc1 ?
BioA inh: -0.6

What do the screens show for `C[C@H](CO)N1C[C@H](C)[C@H](CN(C)Cc2ccc(C(=O)O)cc2)Oc2ccc(NC(=O)C3CCCCC3)cc2CC1=O`?
BioA inh: -1.0

Results for COc1ccccc1C#Cc1ccc2c(c1)O[C@@H](CN(C)Cc1ccccc1)[C@H](C)CN([C@H](C)CO)S2(=O)=O ?
BioA inh: -0.1

What do the screens show for `CO[C@@H]1CN(C)C(=O)c2cc(NC(C)=O)ccc2OC[C@H](C)NC[C@@H]1C`?
BioA inh: -3.6

How did COC(=O)C[C@H]1CC[C@H]2[C@@H](COc3ccc(NC(=O)Nc4cc(C)cc(C)c4)cc3C(=O)N2C)O1 do in these assays?
BioA inh: -0.7

What do the screens show for `C[C@@H]1CCCCO[C@H](CN(C)C(=O)Nc2ccc3c(c2)OCO3)[C@H](C)CN([C@H](C)CO)C(=O)c2cc(NS(=O)(=O)c3cn(C)cn3)ccc2O1`?
BioA inh: 0.4

Results for CC(C)NC(=O)N(C)C[C@@H]1Oc2ccc(NC(=O)Cc3ccccc3)cc2CC(=O)N([C@H](C)CO)C[C@H]1C ?
BioA inh: -4.3

Compound activity as filed in PubChem.

This is a subset (hit frequency here may not be typical).
